Compound activity (PubChem)
PRMT1 FP inh = inhibitors of human PRMT1. Q99873. recombinant PRMT1, activity-based probe fluorescence polarization. inhibition, % at 2.79 µM. hit rate 1.3% among 370,000;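 active means inhibition above about 21% made by adding two undisclosed values, limit read from the data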
Target sequence (Q99873 whole entry, looked up): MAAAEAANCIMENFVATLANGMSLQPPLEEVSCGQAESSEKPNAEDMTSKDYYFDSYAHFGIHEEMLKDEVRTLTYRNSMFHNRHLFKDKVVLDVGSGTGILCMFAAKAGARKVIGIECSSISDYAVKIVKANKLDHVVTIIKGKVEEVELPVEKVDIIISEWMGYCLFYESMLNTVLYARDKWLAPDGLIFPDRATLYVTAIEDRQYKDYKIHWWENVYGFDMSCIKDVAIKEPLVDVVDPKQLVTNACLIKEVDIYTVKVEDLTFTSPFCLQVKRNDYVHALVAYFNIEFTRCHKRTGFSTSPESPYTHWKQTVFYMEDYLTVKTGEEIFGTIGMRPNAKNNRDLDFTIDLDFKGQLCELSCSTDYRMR
Rev-erbA mod = modulates human Rev-erb alpha binding to DNA; hit rate 0.79% among 370,000; activity, % at 10 µM; Rev-erbα–FITC-DNA binding, fluorescence polarization, 90 min;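 active means activity above about 14%, limit read from the data; passing the limit was not always enough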;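 further: 0% = DMSO wells with 35 nM protein and 100% = DMSO wells with 750 nM protein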
TCR CD3 inh = inhibitors of human TCR-CD3 interaction. TAMRA-labeled TCR probe fluorescence, biochemical. inhibition, % at 9.4 µM. hit rate 0.37% among 360,000; in the data active means inhibition above about 19%;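 further: recombinant mutant TCR 2C K166C tagged with TAMRA read by polarization; 0% = receptor in buffer alone and 100% = receptor with positive control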
LEDGF integ inh = blocks HIV-1 LEDGF/p75-dependent DNA integration; TR-FRET IN-LEDGF/p75 DNA integration, Eu/Cy5; hit rate 0.64% among 370,000; inhibition, % at 3.7 µM; AID 743269;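 active means inhibition above the screen-wide mean plus 3 SD, cut at about 13% in these data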;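 further: signal is the Cy5 over europium emission ratio at 671 and 618 nm; 0% = plate median of compound wells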
rCAG binder = r(CAG) repeat RNA binding; TO-PRO-1 dye displacement fluorescence; inhibition, % at 3 µM; hit rate 1.3% among 370,000; AID 651821;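 active means inhibition above the plate cutoff, the mean of all test compounds on that plate plus 3 SD, cut at about 35% in these data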;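 further: 0% = DMSO alone and 100% = 100 µM mitoxantrone as full dye displacement; higher means more dye released from RNA so lower well fluorescence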
mABHD4 FP = inhibitors of mouse ABHD4; purified mABHD4, FP-Rh probe fluorescence polarization; inhibition, % at 8.92 µM; hit rate 0.54% among 370,000;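 active means inhibition exceeding the mean over every tested compound plus 3 SD, cut at about 30% in these data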;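 further: 0% = plate median of compound wells and 100% = S159A mutant with DMSO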
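System: mouse ABHD4 enzyme, wild type / Medium: HEPES pH 7.0, NaCl, Pluronic buffer / Reagent: FP-Rh activity-based fluorescent probe / Control set: S159A mutant high control, sample median low control / Detection: fluorescence polarization with parallel and perpendicular emission, 525/598 nm / Schedule: 45 min + 60 min at 25 °C / Compound dosing: 8.92 µM, single dose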
HTRA1 inhibitor = blocks human HTRA1 serine peptidase. recombinant HTRA1, FP-rhodamine activity-based probe, fluorescence polarization. inhibition, % at 5.96 µM. hit rate 0.5% among 340,000. AID 504803; in the data active means inhibition above about 36%;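 further: 0% = enzyme with DMSO and 100% = wells lacking enzyme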
Target sequence (Q92743 whole entry, looked up): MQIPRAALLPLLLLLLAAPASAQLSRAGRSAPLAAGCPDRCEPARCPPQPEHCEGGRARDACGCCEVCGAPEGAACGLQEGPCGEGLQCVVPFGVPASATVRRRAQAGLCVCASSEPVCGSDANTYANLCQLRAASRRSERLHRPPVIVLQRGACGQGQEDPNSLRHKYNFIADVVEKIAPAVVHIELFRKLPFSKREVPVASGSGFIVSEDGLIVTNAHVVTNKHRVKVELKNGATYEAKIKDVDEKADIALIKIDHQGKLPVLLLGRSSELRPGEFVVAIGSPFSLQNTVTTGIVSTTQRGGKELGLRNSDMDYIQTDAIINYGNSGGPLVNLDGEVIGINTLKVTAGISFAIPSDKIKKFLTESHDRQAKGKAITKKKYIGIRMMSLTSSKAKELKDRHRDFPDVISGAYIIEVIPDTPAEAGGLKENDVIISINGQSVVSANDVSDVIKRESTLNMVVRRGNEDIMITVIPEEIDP
TDP2 absorb = TDP2 (human) inhibition, absorbance primary screen; inhibition, % at 12.8 µM; O95551; hit rate 0.34% among 370,000; recombinant TDP2, T5PNP hydrolysis, p-nitrophenol absorbance 415 nm;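 active means inhibition above the mean of all tested compounds plus 3 SD, set per campaign, cut at about 25% in these data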;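 further: 0% = DMSO with enzyme and 100% = buffer with substrate but no TDP2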
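Incubation: 2 h at 37 °C; Test system: recombinant human TDP2; Quantity: enzyme 120 nM; Read-out basis: percent inhibition; Medium: 50 mM Tris-HCl pH 7.5 with Mg2+, KCl, DTT, BSA; Repeats: single replicate; Compound: 12.8 µM single point, 1% DMSO; Signal: epi absorbance; Reagent: 5 mM T5PNP chromogenic substrate; Benchmarks: no-enzyme high, DMSO-plus-enzyme low.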
SIAE primary = blocks human sialic acid acetylesterase; Q9HAT2; inhibition, % at 9.66 µM; hit rate 0.69% among 370,000; SIAE FP-Rh probe binding, fluorescence polarization;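 active means inhibition above a cutoff: mean of compounds within the control limits plus 3 SD of those, cut at about 17% in these data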;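 further: 0% = plate median of compound wells and 100% = probe without SIAE protein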
PG9 binder = small molecules binding HIV-1 gp120 antibody PG9; inhibition, % at 6.7 µM; hit rate 0.43% among 360,000; TR-FRET gp120-PG9 antibody binding; in the data active means inhibition above about 8.5%
Numbers without * were called inactive; · = not tested or not shown; & = joins results of further samples. This is a subset (hit frequency here may not be typical).

SMILES	PRMT1 FP inh	Rev-erbA mod	TCR CD3 inh	LEDGF integ inh	rCAG binder	mABHD4 FP	HTRA1 inhibitor	TDP2 absorb	SIAE primary	PG9 binder
CCc1sc(C(=O)N2CCC3(CC2)OCCO3)cc1Br	-2	-6	2	-3	-4	-1	-5	-15	2	-0.7
CCOP(=O)(OCC)C(NC(=O)CC(C)C)C(Cl)(Cl)Cl (stereo not given)	-1	0	3	-3	-6	2	10	6	-3	-0.4
CCN(C=C1CC2C3CC=C4CC(O)CCC4(C)C3CCC2(C)C1=O)CC (stereo not given)	-2	-1	-5	5	1	-2	-4	2	1	0.8
Cc1cc(C(=O)OC(C)C(=O)Nc2ccccc2)c(C)n1C1CC1 (stereo not given)	-2	9	0	2	5	-7	-1	-7	8	-1.6
Cc1ccc2c(c1)CC1(CN2C)C(=O)NC(=O)N(c2ccc(C)c(C)c2)C1=O (stereo not given)	1	-4	5	1	19	-5	3	-1	6	-0.8
C=CCn1c(O)c(C(C)=NCCCN2CCOCC2)c(=O)[nH]c1=O	0	-2	5	0	-1	-2	5	-2	2	-1.5
Cn1c(CN2CCN(C(=O)COc3ccccc3)CC2)nc2cc([N+](=O)[O-])ccc21	-2	1	2	1	-3	-1	-2	14	151*	0.9
COC(=O)C1=C(c2ccc(OCc3ccccc3)cc2)C[C@@H]2CC[C@H]1N2C(=O)NCc1ccc(OC)cc1	3	4	-2	5	8	41*	-40	-1	-9	-3.4
Fc1ccc(CNC2CN3CCC2CC3)cc1 (stereo not given)	6	2	2	2	-1	3	-1	0	8	-7.8
O=C1/C(=C\c2ccc(Cl)c(Cl)c2)N2CCC1CC2	3	1	1	-8	-4	-2	6	-19	-2	-2.0
CC(=O)Nc1nnc(CCN(CCc2nnc(NC(C)=O)s2)[N+](=O)[O-])s1	1	-7	3	-1	1	4	17	0	-8	-0.2
CN(C)P(=O)(C(Cl)=C(N1CCCCC1)N1CCCCC1)N(C)C	0	-3	3	0	-13	2	-6	-1	-6	-1.9
CCOC(=O)CNC(=O)N1Cc2cc(-c3ccccc3)ccc2-n2nncc2C1	-1	-3	-2	1	2	7	·	6	4	-1.1
CCC(C)N1Cc2ccccc2C1=N (stereo not given)	-2	-2	2	3	1	-1	6	4	2	-0.3
Cn1c(O)c(/C=N/N2CCOCC2)c(=O)n(C)c1=S	2	0	-5	1	1	2	0	4	-2	-1.6
O=C(COc1ccccc1)N1CCN(C2CCCC2)CC1	1	-4	4	2	-4	15	1	12	0	0.5
C[C@]12N[C@H](Cc3ccccc31)c1ccccc12	1&-1	-4&0	2&3	1&-2	-1&0	-1&-3	1&5	-2&-3	-1&-1	1.1&-1.6
Clc1cccc(CNCCc2c[nH]c3ccccc23)c1	-2	0	-2	12	1	-1	-1	-10	-1	-1.4
CCC(=NCc1ccco1)c1c(O)[nH]c(=O)[nH]c1=O	1	0	4	-1	-1	1	7	3	-1	-2.0
C[C@]12CCC3C(CC[C@H]4C[C@@H](O)CC[C@]34C)C1CC[C@@]2(O)C(F)(F)F (stereo not given in full)	-5	-5	2	-3	2	-5	·	5	-2	0.6
N#Cc1ccccc1NC(=O)CN1CC=C(c2ccccc2)CC1	1	-3	0	2	-1	1	9	14	-1	-0.3
Cc1ccc(C2CN(C)CC2C(=O)c2ccc(F)cc2)cc1 (stereo not given)	-6	2	-2	0	-5	2	-4	7	2	1.5
CNS(=O)(=O)c1ccc(N=Cc2c(O)n(-c3ccccc3)c(=O)[nH]c2=O)cc1	5	8	-3	2	1	3	1	11	5	0.5
O=C1NC(=O)N(Cc2ccc(F)cc2)C(=O)/C1=C\c1ccc([N+](=O)[O-])s1	39*	-12	-45	5	93*	-65	43*	7	-45	-2.8
C[C@]12CC[C@H](O)C[C@H]1CC[C@@H]1[C@@H]2CC[C@]2(C)[C@@H](C3=CC(=O)OC3)CC[C@]12O	-1	0	5	-1	0	-5	1	0	-5	0.6
CN(C)C(=O)Oc1ccnc2cc(Cl)ccc12	-1	-4	7	3	0	-3	0	1	6	1.4
COc1ccc(CC(=O)Nc2ccc3c(C(F)(F)F)cc(=O)oc3c2)cc1OC	0	3	1	0	3	-2	3	5	-3	-0.7
CC(C)n1c(=O)c(C=Nc2cccc([N+](=O)[O-])c2)c(O)n(CCc2ccccc2)c1=O	18	0	-26	-3	10	-7	-9	-5	-4	0.1
ClCC(Br)CBr (stereo not given)	-2	-5	7	1	-1	0	0	-4	-2	0.7
CCCOC(=O)c1ccccc1C(=O)OCCC	4	2	-5	1	-2	-3	3	9	7	0.2
CN(C(=O)Oc1ccc(Cl)c2cccnc12)c1ccccc1	-2	7	3	2	-8	-11	-5	0	-7	1.1
O=S(=O)(F)c1ccc2nc(-c3cccc(Sc4ccccc4)c3)cc(Cl)c2c1	-1	9	9	4	2	5	1	-5	-5	-0.1
N=C1C(c2ccccc2)=C(O)CN1Cc1ccco1	-2	6	12	-4	0	2	3	3	5	0.2
COC(=O)C1=C(c2ccc(F)cc2OCc2ccccc2)C[C@@H]2CC[C@H]1N2C(=O)NCc1ccc2[nH]ccc2c1	-2	6	8	0	5	-30	-29	4	-4	0.6
COC(=O)C1=C(c2cccc(OC)c2OC)C[C@@H]2CC[C@H]1N2C(=O)NCC1CC1	0	0	5	-3	-6	-1	2	-6	4	-1.1
O=C(NC1CN2CCC1CC2)c1cccc(Cl)c1 (stereo not given)	-1	-3	12	4	4	2	0	-9	0	-1.7
CCC1(C2=NCCN2)Cc2ccccc2O1 (stereo not given)	-2	-1&-6	12	-1	1	-12	0	5	-3	-0.3
COc1ccc(CNCCc2c[nH]c3ccccc23)c(OC)c1C	-1	4	0	-1	3	15	12	13	-2	-2.9
COc1ccc(NC(=S)N2Cc3ccccc3-n3nncc3C2)c(OC)c1	0	-2	0	-6	3	9	4	1	13	0.0
O=C(C1CC(c2ccc(F)cc2)=NO1)N1CCC2(CC1)OCCO2 (stereo not given)	-2	-6	3	3	-2	3	3	-2	1	0.5
CC(=O)OC1N=C(c2ccccc2)c2cc(Br)ccc2N(C)C1=O (stereo not given)	0	-2	4	2	-1	-3	-2	2	3	-0.9
COC(=O)C1=C(c2ccc(OC(F)(F)F)cc2)C[C@@H]2CC[C@H]1N2C(=O)N1CCOCC1	0	-4	-2	1	-9	10	-8	-5	8	-1.8
COC(=O)C1=C(c2ccc3ccccc3c2)C[C@@H]2CC[C@H]1N2C(=O)NCc1ccco1	5	-2	-4	2	6	10	-13	-19	-9	1.2
CCCOc1ccccc1C1SCC(=O)Nc2c1c(=O)[nH]n2C(C)CCC (stereo not given)	-3	0	6	0	-5	1	-3	-10	0	-3.4
COC(=O)C(C)NC(=S)N1CC2C[C@@H](C1)Cn1c2cccc1=O (stereo not given in full)	-5	1	5	3	-3	-1	7	15	7	-1.8
Cn1c(O)c(/C=N/NC(=O)c2ccncc2)c(=O)[nH]c1=S	-4	-4	-50	0	-2	-27	·	-14	-50	-0.4
Cn1cc(C=C(C#N)C#N)c2ccccc21	-1	0	-6	1	-2	-2	2	-4	-3	2.1
Cc1ccc(-n2c(O)c(/C=N/Nc3ccccc3)c(=O)[nH]c2=O)cc1C	8	-3	5	2	12	-1	·	-4	3	-4.9
C=C(C)CSc1nnc([C@@H](N)Cc2c[nH]c3ccccc23)o1	-3	2	2	2	-5	-2	0	6	7	-2.2
CO[C@@H]1C=CC23c4cc5c(cc4CO[C@]2(O)CN(C)[C@H]3C1)OCO5 (stereo not given in full)	1	-3	0	-1	-1	-1	-3	6	1	-0.8
CCC(c1nnnn1C1CCCCC1)N1CCC2(CC1)C(=O)NCN2c1ccccc1 (stereo not given)	3	-2	0	-1	5	-3	·	4	2	-1.7
FC(F)=C(F)CCSc1ncn[nH]1	-3	4	-1	3	0	3	5	3	0	-0.9
FC(F)(F)Oc1ccc(C2NCc3ccccc3-n3cccc32)cc1 (stereo not given)	0	-1	-6	-3	-1	1	-10	2	-1	0.4
N/C(=N\[N+](=O)[O-])N1CCN(C(=O)OC2CCCC2)CC1	-1	-2	-1	1	-2	-2	8	2	4	1.4
Cc1cccc(CN2CCN(C(=O)Cc3ccccc3)CC2)c1	-3	2	7	8	-10	9	-6	11	11	-1.1
CN1C[C@H]2CON(C)[C@H]2C[C@H]1c1cccc(Br)c1	4	1	3	0	0	5	2	6	-1	-0.1
COc1ccc(-c2nn(CCC#N)cc2C(=O)Nc2ccc(C(C)=O)cc2)cc1	-3	-3	3	2	1	-6	-2	-14	-2	-1.7
C/C(=N\Nc1ccccc1)c1c(O)n(C)c(=O)n(C)c1=O	4	0	2	-6	4	9	-1	-5	9	-3.0
O=C(Cn1cc(C(=O)c2ccccc2F)c2ccccc21)NCc1ccco1	3	1	-2	0	2	1	-1	13	-7	17*
CN1CC(C(=O)c2ccc(Cl)cc2)C(c2ccc(Cl)cc2Cl)C1 (stereo not given)	0	0	2	0	-5	5	-4	3	-4	-0.7

Record cards, as listed above:
Results for CO[C@@H]1C=CC23c4cc5c(cc4CO[C@]2(O)CN(C)[C@H]3C1)OCO5 (stereo not given in full) : PRMT1 FP inh = 1; Rev-erbA mod = -3; TCR CD3 inh = 0; LEDGF integ inh = -1; rCAG binder = -1; mABHD4 FP = -1; HTRA1 inhibitor = -3; TDP2 absorb = 6; SIAE primary = 1; PG9 binder = -0.8
Results for N/C(=N\[N+](=O)[O-])N1CCN(C(=O)OC2CCCC2)CC1 : PRMT1 FP inh = -1; Rev-erbA mod = -2; TCR CD3 inh = -1; LEDGF integ inh = 1; rCAG binder = -2; mABHD4 FP = -2; HTRA1 inhibitor = 8; TDP2 absorb = 2; SIAE primary = 4; PG9 binder = 1.4

(continued)
SMILES	PRMT1 FP inh	Rev-erbA mod	TCR CD3 inh	LEDGF integ inh	rCAG binder	mABHD4 FP	HTRA1 inhibitor	TDP2 absorb	SIAE primary	PG9 binder
CC(C)N1CC=C(c2c[nH]c3ccccc23)CC1	1	3	-7	1	4	-3	7	-6	6	0.8
CSc1ncc(/C=C2/C(=O)NC(=O)N(C)C2=O)cn1	9	9	4	0	1	4	6	4	6	-2.1
COc1ccc(OC)c(NC(=O)N2C[C@H]3C[C@@H](C2)c2cccc(=O)n2C3)c1	-5	-4	-12	0	-5	2	-2	-7	4	-2.3
O=c1[nH]c(=S)n(C2CCCCC2)c(O)c1/C=N/N1CCOCC1	2	-5	-17	1	2	-1	-2	-2	6	-1.3
O=C(COc1ccccc1F)N1CCN(CCN2C(=O)c3cccc4cccc(c34)C2=O)CC1	2	-5	6	0	-5	-2	4	-1	-2	-1.9
c1cc(CCN2CCCC2)ccn1	4	5	-1	-6	-1	-1	2	-6	3	0.5
C=Cn1ccnc1P(=S)(c1ccn(C)c1)c1nccn1C=C	-2	0	14	6	4	-5	4	-17	-11	-1.3
O=C(c1ccco1)C12CN3CN(CN(C3)C1)C2	2	-1	-4	2	0	-4	-2	-10	-1	3.0
CCOC(=O)N(c1ccccc1)P1(=S)OCC(C)O1 (stereo not given)	-1	8	3	-2	-3	7	5	1	0	-0.1
